# Compound activity deposited in PubChem by several laboratories.
# SMARCA2 activ – increases SMARCA2 function in MMTV reporter cells | AID 652017 | hit rate 1% among 370,000 | activation, % at 9.1 µM | MG213 cells, MMTV-luciferase reporter, dexamethasone, overnight; in the data active means activation above about 7.8%;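 further: 0% = vehicle wells and 100% = reference activator wells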
# rCAG RNA binder – molecules binding r(CAG) RNA repeats; hit rate 1.3% among 370,000; inhibition, % at 3 µM; AID 651821; r(CAG) RNA repeat, TO-PRO-1 dye displacement fluorescence;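 active means inhibition above the plate cutoff, the mean of all test compounds on that plate plus 3 SD, cut at about 35% in these data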;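 further: 0% = DMSO alone and 100% = 100 µM mitoxantrone as full dye displacement; higher means more dye released from RNA so lower well fluorescence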
# Rev-erbA mod – modulates human Rev-erb alpha binding to DNA. P20393. activity, % at 10 µM. Rev-erbα–FITC-DNA binding, fluorescence polarization, 90 min. hit rate 0.79% among 370,000;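 active means activity above about 14%, limit read from the data; passing the limit was not always enough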;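 further: 0% = DMSO wells with 35 nM protein and 100% = DMSO wells with 750 nM protein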
# GC-B act – GC-B (human) receptor activation; hit rate 0.11% among 370,000; HEK293-GC-B cells, CNP EC30, cGMP TR-FRET; 0% at EC30 CNP, 100% saturating CNP; activation, % at 10 µM; P20594;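 active means activation at 10 µM reaching about 35% in either raw or pattern-adjusted values, limit read from the data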
# ASAP1 inh – inhibitors of human ASAP1 ArfGAP activity; inhibition, % at 16.5 µM; hit rate 0.19% among 360,000; AID 624377; ASAP1-stimulated ARF1 GTP hydrolysis, GDP FP detection; in the data active means inhibition above about 25%;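 further: 0% = vehicle with enzyme and substrate and 100% = no enzyme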
# NPR1 activator – GC-A (human) enzyme activation; P16066; HEK293 GC-A cells, cGMP TR-FRET, EC30 ANP; 0% at EC30 ANP, 100% saturating ANP; activation, % at 10 µM; hit rate 0.14% among 370,000; AID 1671463; in the data active means activation above about 40%
# Target sequence (P16066 whole entry, looked up): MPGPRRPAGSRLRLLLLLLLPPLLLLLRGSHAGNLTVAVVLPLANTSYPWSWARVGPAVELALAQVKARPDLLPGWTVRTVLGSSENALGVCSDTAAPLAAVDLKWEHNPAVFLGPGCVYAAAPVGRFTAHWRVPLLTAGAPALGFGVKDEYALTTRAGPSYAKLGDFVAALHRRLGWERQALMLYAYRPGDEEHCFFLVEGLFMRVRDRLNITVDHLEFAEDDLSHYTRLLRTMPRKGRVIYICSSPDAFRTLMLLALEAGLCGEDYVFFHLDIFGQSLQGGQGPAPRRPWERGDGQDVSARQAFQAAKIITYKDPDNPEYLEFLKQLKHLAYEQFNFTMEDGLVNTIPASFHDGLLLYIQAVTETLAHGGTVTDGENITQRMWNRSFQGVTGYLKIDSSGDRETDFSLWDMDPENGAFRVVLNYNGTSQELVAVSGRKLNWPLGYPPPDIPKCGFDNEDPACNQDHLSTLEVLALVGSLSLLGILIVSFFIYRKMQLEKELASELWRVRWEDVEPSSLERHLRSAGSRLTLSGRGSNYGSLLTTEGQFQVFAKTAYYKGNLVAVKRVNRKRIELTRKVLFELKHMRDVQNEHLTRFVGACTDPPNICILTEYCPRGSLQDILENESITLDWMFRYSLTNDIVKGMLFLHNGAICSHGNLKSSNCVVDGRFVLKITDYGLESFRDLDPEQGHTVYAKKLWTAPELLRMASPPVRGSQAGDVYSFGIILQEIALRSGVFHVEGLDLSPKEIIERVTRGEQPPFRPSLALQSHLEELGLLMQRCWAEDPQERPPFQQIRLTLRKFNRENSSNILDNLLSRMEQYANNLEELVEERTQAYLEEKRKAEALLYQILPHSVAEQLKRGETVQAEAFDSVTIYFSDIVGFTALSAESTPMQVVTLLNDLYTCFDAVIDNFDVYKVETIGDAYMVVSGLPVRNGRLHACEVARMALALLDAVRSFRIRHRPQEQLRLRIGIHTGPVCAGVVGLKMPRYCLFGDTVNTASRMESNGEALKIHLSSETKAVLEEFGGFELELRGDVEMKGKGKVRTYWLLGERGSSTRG
# ARFGAP1 inhibitor – rat ARFGAP1 inhibition | Arfgap1-stimulated ARF1 GTP hydrolysis, GDP FP detection | inhibition, % at 16.5 µM | hit rate 0.26% among 360,000 | Q62848 | AID 651572;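 active means inhibition above a per-plate limit, mean inhibition of low control wells plus 3 SD, cut at about 25% in these data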;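 further: 0% = DMSO wells with enzyme and 100% = wells lacking Arfgap1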
#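 material = rat Arfgap1 catalytic domain, aa 1-136 | also added = human ARF1(Δ1-17)-GTP substrate | compound dosing = one concentration, 16.5 µM, DMSO 1.26% | times = GTP hydrolysis reaction 2 h at 25 °C | measured by = FP, GDP Alexa 633 tracer displaced from anti-GDP antibody, 620/688 nm | evaluation = percent inhibition of Arfgap1-stimulated GTP hydrolysis | replication = single well per compound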
# ABHD4 inh – inhibitors of mouse ABHD4. hit rate 0.54% among 370,000. inhibition, % at 8.92 µM. purified mABHD4, FP-Rh probe fluorescence polarization. Q8VD66;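 active means inhibition exceeding the mean over every tested compound plus 3 SD, cut at about 30% in these data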;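 further: 0% = plate median of compound wells and 100% = S159A mutant with DMSO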
#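 Material: mouse ABHD4 enzyme, wild type; Benchmarks: S159A mutant high control, sample median low control; Buffer or medium: HEPES pH 7.0, NaCl, Pluronic buffer; Signal: fluorescence polarization; Read-out: percent inhibition of probe binding, normalized to plate controls; Timing: pre-incubation 45 min, probe exposure 60 min, at 25 °C; Dosing: 8.92 µM, single dose.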
# HTRA1 inhibitor – HTRA1 (human) protease inhibition; hit rate 0.5% among 340,000; recombinant HTRA1, FP-rhodamine activity-based probe, fluorescence polarization; inhibition, % at 5.96 µM; Q92743; in the data active means inhibition above about 36%;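 further: 0% = enzyme with DMSO and 100% = wells lacking enzyme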
# PG9 binder – binds the HIV-1 gp120 antibody PG9. TR-FRET gp120-PG9 antibody binding. inhibition, % at 6.7 µM. hit rate 0.43% among 360,000. AID 624416; in the data active means inhibition above about 8.5%
# An asterisk follows results filed as active; x = not tested or not shown.
# Results follow in this order: SMARCA2 activ	rCAG RNA binder	Rev-erbA mod	GC-B act	ASAP1 inh	NPR1 activator	ARFGAP1 inhibitor	ABHD4 inh	HTRA1 inhibitor	PG9 binder
> CN(C)CCCNC(=O)C[C@H]1C[C@H](C(=O)N2CCOCC2)[C@@]2(C)c3[nH]c4cc(-c5ccco5)ccc4c3CCN2C1=O
  5	12	-3	-5	8	-2	-7	8	9	-0.6
> CCOC(=O)C(CC)/C(C)=N/NC(=O)c1ccccc1[N+](=O)[O-] (stereo unspecified)
  1	-2	0	5	8	4	5	4	8	1.0
> COc1ccc(Nc2nc(C)cc(=O)[nH]2)c(OC)c1
  -4	-1	-10	-2	-9	-2	-11	-2	7	0.1
> O=C(NCCN1CCN(c2ccccc2)CC1)Nc1cccc(Br)c1
  -3	-4	-1	-6	6	-2	5	4	-3	-0.5
> COc1ccccc1-c1cc(C(F)(F)F)nc(N2CCN(c3ccc(F)cc3)CC2)n1
  4	1	-6	2	11	-1	-10	-3	-10	-0.1
> Cc1ccc(OCc2ccccc2Br)c([N+](=O)[O-])n1
  -1	4	-1	4	0	5	5	-4	-7	-1.4
> Cc1ccc(C(=O)N2CCN(C3c4cccc5cccc(c45)C3NS(=O)(=O)c3ccccc3)CC2)cc1 (stereo unspecified)
  -1	10	-1	-1	-4	-1	-2	-8	-53	-0.9
> CCOC(=O)c1ccccc1NC(=O)c1ccc2c(=O)n3c(nc2c1)CCCCC3
  -1	6	0	1	-1	0	0	-14	-18	-1.9
> O=C(CSc1nnnn1-c1ccccc1)NC(=O)Cc1ccccc1
  -2	3	1	2	-6	4	-3	2	-4	-2.5
> COC(=O)c1ccc(CNC(=O)CCc2c[nH]c3ccccc23)cc1
  -1	-4	1	-1	1	1	-3	0	7	2.7
> CCN(C(=O)CSc1n[nH]c(N)n1)C1CCCCC1
  2	-2	14	2	-13	1	0	-3	10	-0.7
> C=CC[C@@H](CC(=O)N(CCO)Cc1ccccc1)C(=O)NC[C@@H](OC(=O)[C@@H](CC=C)CC(=O)OC(C)(C)C)c1ccccc1
  0	-4	0	-8	4	-9	0	-10	-25	0.6
> OCCN(Cc1ccccc1)Cc1cccc(C(F)(F)F)c1
  -3	-4	1	-1	8	-2	-2	5	0	0.7
> COc1cc(C(=O)Nc2ccc(C(F)(F)F)cc2)ccc1OCC(=O)N1CCOCC1
  -3	-4	3	2	2	0	1	-2	-8	-1.9
> Cc1ccc(NC(=O)CCC2CC(C)(C)OC2=O)cc1 (stereo unspecified)
  1	0	-2	6	-15	4	-8	3	5	-0.6
> O=S(=O)(NCc1cccnc1)c1ccc(Cl)nc1
  1	1	-2	1	-10	0	11	0	-1	-0.1
> Cc1cccc(CCNS(=O)(=O)c2ccc3c(c2)NC(=O)CO3)c1
  0	-2	1	2	2	-7	17	-5	-4	-1.1
> C=CCN1C(=O)C(CC(=O)Nc2ccccc2)SC1=Nc1ccc(S(N)(=O)=O)cc1 (stereo unspecified)
  0	7	-1	-2	-9	0	-10	0	-7	-1.1
> COc1ccc(C(C)=O)cc1COC(=O)CCC(=O)N(CC(C)C)c1c(N)n(CC(C)C)c(=O)[nH]c1=O
  -2	-3	-6	-1	-9	2	-7	-3	3	-1.6
> COc1ccc(NC(=S)NCCc2c[nH]c3ccccc23)c(OC)c1
  1	1	-2	-5	5	-4	5	-3	0	-2.3
> Cc1ccc(CNC(=O)C(=O)Nc2nccs2)cc1
  -3	-1	-5	-1	5	0	13	0	-1	-0.6
> CCN(CC)CCOC(=O)c1ccc(NC(=O)CCNC(=O)Cn2ccc3ccccc3c2=O)cc1
  1	-4	-2	1	18	-5	2	-10	6	-1.5
> CCOc1ccc(CN2CCNC(=O)C2CC(=O)NCCN2CCOC2=O)cc1 (stereo unspecified)
  0	1	-2	3	8	1	-1	1	1	-2.8
> Cc1ccc(C2(CC(=O)O)CCOC(C)(C)C2)cc1 (stereo unspecified)
  -1	0	0	5	-7	2	-7	-4	-5	-1.4
> NC(=O)C1(Nc2ccc(-c3ccccc3)cc2)CCCC1
  5	0	3	-5	-4	20	0	-1	-3	0.0
> CC(=O)c1sc(NC(=O)CS(=O)(=O)c2ccccc2)nc1C
  3	6	-1	2	7	0	1	1	2	1.4
> COc1cc(/C=C/C(=O)NCCc2ccc(S(N)(=O)=O)cc2)ccc1OCC#N
  -1	11	-2	-1	-4	2	3	-2	-3	-0.7
> COc1ccc(N(CC(=O)NCCC(C)C)C(=O)c2snc(C(=O)NC3CCCCC3)c2N)c(OC)c1
  -2	4	2	4	1	-1	-7	-15	-34	-0.1
> COc1ccc(Br)c(C(=O)OCC(=O)NC2CC2)c1
  0	2	4	2	-1	3	-7	-3	8	1.5
> Cc1cccnc1NC(=O)CSc1ccc2c(c1)OCCO2
  0	-2	3	2	12	3	12	6	-6	0.8

# Gathered by group: those above containing two or more sulfur atoms.
# Results follow in this order: SMARCA2 activ	rCAG RNA binder	Rev-erbA mod	GC-B act	ASAP1 inh	NPR1 activator	ARFGAP1 inhibitor	ABHD4 inh	HTRA1 inhibitor	PG9 binder
> C=CCN1C(=O)C(CC(=O)Nc2ccccc2)SC1=Nc1ccc(S(N)(=O)=O)cc1 (stereo unspecified)
  0	7	-1	-2	-9	0	-10	0	-7	-1.1
> CC(=O)c1sc(NC(=O)CS(=O)(=O)c2ccccc2)nc1C
  3	6	-1	2	7	0	1	1	2	1.4

# Later entries.
# Results follow in this order: SMARCA2 activ	rCAG RNA binder	Rev-erbA mod	GC-B act	ASAP1 inh	NPR1 activator	ARFGAP1 inhibitor	ABHD4 inh	HTRA1 inhibitor	PG9 binder
> CC(=O)c1ccc(N2CCN(C(=O)Nc3cccc(F)c3)CC2)cc1
  4	-5	2	-3	11	-1	5	2	-6	-1.6
> CCCCNc1c(-c2cccc(-c3cc(C(C)=O)cs3)c2)nc2cc(C)ccn12
  3	5	-1	2	14	5	14	42*	5	-3.2
> O=C(Cn1c(=O)oc2ccccc21)Nc1ccccc1Cl
  0	0	-7	-2	13	0	9	0	3	-1.1
> COc1ccc(-c2cc(C)no2)cc1S(=O)(=O)NCCCN(C)Cc1ccccc1
  -2	-5	4	-2	-11	-2	10	-3	4	-1.8
> COc1ccc(N(C(C)=O)c2nc(C)cc(C)c2C#N)c(OC)c1
  1	-3	-7	-5	1	-3	-2	3	2	-3.5
> CCOC(=O)N1CCC(N2C(=O)c3ccccc3C2Nc2ccc3c(c2)OCCO3)CC1 (stereo unspecified)
  -3	5	2	-2	2	0	4	4	-2	-3.9
> CCCn1nc(C(=O)N2CCc3ccccc32)c2ccccc2c1=O
  0	3	1	0	11	2	7	2	0	0.5
> CC1=C(C(=O)OC(C)C)C(c2cn(-c3ccccc3)nc2-c2cccs2)NC(=O)N1 (stereo unspecified)
  0	3	-3	-21	-17	-42	3	-1	-25	-1.7
> Cc1cc(C)nc(NS(=O)(=O)c2ccc(NC(=O)CCC3COc4ccccc4O3)cc2)n1 (stereo unspecified)
  0	19	-3	-1	-4	0	9	1	2	-0.1
> O=[N+]([O-])c1cc([N+](=O)[O-])c(Oc2cccc3ccccc23)cc1NN1CCCCC1
  -1	5	8	6	6	1	12	8	-8	0.7
> S=C(NCc1ccc2c(c1)OCO2)NC1CC1
  -1	2	-3	-1	-1	2	13	0	7	-0.3
> Clc1ccc2nc(-c3ccncc3)cc(-c3ccccc3)c2c1
  -3	2	4	-4	-2	-12	4	-3	0	1.4
> Cc1cc(C)nc(NC(=O)c2cc(Br)ccc2Cl)n1
  0	1	-5	-4	-5	2	-6	-1	-5	-3.3
> CN(C)CCn1c(N)nc2ccccc21
  -4	1	2	-1	0	0	-5	-3	2	0.9
> CCOc1cc(-c2nc(C)c(C(C)=O)n2O)ccc1OCC(=O)Nc1ccccc1
  -1	6	0	5	4	5	0	1	3	-2.1
> CC(C)c1ccc(NC2CCCN(C(=O)c3cccnc3)C2)cc1 (stereo unspecified)
  -2	-3	-2	-4	-10	3	6	3	-1	-2.8
> COc1cc(SC)ccc1C(=O)Nc1ccc(C)cc1
  3	-1	0	-5	20	-3	4	-1	-14	-2.8
> CN1CCN(S(=O)(=O)c2ccc(NC(=O)Nc3cccc(Cl)c3)cc2)CC1
  -1	22	-5	1	11	-1	2	-21	-26	0.5
> CC1(C)OC2OC3C(CNCCO)OC(c4ccccc4)OC3C2O1 (stereo unspecified)
  7	0	-7	2	11	3	-2	4	9	-1.5
> CCCCOc1ccc(/C=C/C(=O)OCC(=O)N2CC(=O)Nc3ccccc32)cc1OCC
  -1	2	-1	-1	4	1	-1	-3	-21	-0.5
> CC(C)C(C(=O)Nc1ccc(S(=O)(=O)N2CCOCC2)cc1)N1C(=O)c2ccccc2C1=O (stereo unspecified)
  -1	2	0	3	-1	2	-1	2	-5	0.4
> O=C(NCc1ccc2c(c1)OCO2)C(=O)NCC1OCCN1S(=O)(=O)c1ccccc1 (stereo unspecified)
  0	1	-3	-1	-3	3	0	5	-4	0.3
> CN(C)CCCNC(=S)N1CCn2c(nc3ccccc32)C1
  -2	0	3	3	-5	1	-4	-6	1	-2.6
> Cc1[nH]nc(-c2ccc(O)c(C)c2O)c1-c1cnn(-c2ccccc2)c1
  -3	5	-2	5	7	5	10	-8	-8	-2.5
> COc1nc(N(c2ccccc2)c2ccccc2)nc(-n2ccnc2)n1
  -2	-5	4	-13	-12	-14	8	5	-19	-0.1
> Cc1cccc(NC(=O)CSc2nnnn2-c2ccc3c(c2)OCCO3)n1
  1	-5	-2	-4	0	1	1	-4	-2	1.6
> CC(C)Oc1ccc2ccccc2c1CNC[C@H]1O[C@@H](n2ccc(=O)[nH]c2=O)[C@H](O)[C@@H]1O
  -3	1	-1	0	-1	4	-9	10	x	0.4
> COc1cc(NC(=O)Cc2c(C(=O)O)[nH]c3ccccc23)cc(OC)c1OC
  1	11	2	-8	4	-1	-5	3	-1	-1.5
> Cc1ccc(-n2c(SCC(=O)NCCN3C(=O)CSC3=O)nnc2-c2cccc(C)c2)cc1
  -2	4	2	-16	6	-24	-2	-1	-4	0.0
> Cc1ccc(C)c(NC(=S)Nc2cccc3cnccc23)c1
  -2	0	2	2	-4	-15	-3	4	5	-3.0
> CC1(C)C2([N+](=O)[O-])CN3CC1([N+](=O)[O-])CN(C2)C3c1ccccc1 (stereo unspecified)
  -2	1	-1	5	0	0	3	4	4	-0.7
> Cc1cc(C(=O)COC(=O)c2cc(Cl)ccc2N)c(C)n1Cc1ccco1
  5	12	-9	-8	-4	-4	7	-9	-36	-2.7
> CC1CCCN(Cc2c(O)ccc3c4c(c(=O)oc23)CCCC4)C1 (stereo unspecified)
  -2	0	2	2	-9	3	2	-2	-4	1.3
> CCCC#Cc1ccc2c(c1)O[C@H](CN(C)S(=O)(=O)c1cccc(OC)c1)[C@H](C)CN([C@H](C)CO)S2(=O)=O
  -4	7	4	2	-7	2	13	-13	-52	-1.3
> Cc1ccc(C(O)Cn2cc([N+](=O)[O-])nc2C)cc1 (stereo unspecified)
  -1	-2	-3	-6	1	8	-2	-4	2	1.9
> CC(C)c1ccc(NC(=O)C2(C)Cc3c(-c4ccc(N(C)C)cc4)ccnc3O2)cc1 (stereo unspecified)
  -2	9	-2	-1	4	3	11	7	x	1.3
